# Mcl1 Noxa PPI: disrupts binding of human Mcl-1 to Noxa peptide. inhibition, % at 21.7 µM. actives 1.5% (n = 220,000). TR-FRET Mcl-1/Noxa peptide binding, 2 h. Q07820. AID 1022;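 active = compounds that cut the protein-peptide binding signal by more than 50% relative to plate controls in a single-dose test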;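 also: His-tagged Mcl-1 with rhodamine Noxa BH3 peptide and terbium anti-His antibody; 0% = Mcl-1 plus Noxa peptide wells and 100% = peptide-only wells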
# Target sequence (Q07820 whole entry, looked up): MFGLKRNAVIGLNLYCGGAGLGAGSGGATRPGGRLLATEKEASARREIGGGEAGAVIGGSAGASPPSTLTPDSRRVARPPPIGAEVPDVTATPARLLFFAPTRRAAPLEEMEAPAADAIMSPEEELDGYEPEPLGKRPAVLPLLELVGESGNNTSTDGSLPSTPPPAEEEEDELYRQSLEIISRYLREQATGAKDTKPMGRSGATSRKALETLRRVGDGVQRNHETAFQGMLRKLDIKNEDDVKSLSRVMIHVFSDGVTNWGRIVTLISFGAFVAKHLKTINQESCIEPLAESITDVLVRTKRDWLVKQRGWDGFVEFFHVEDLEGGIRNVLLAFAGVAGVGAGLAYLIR
# Rab7 wt modul: modulators of GTP binding to dog Rab7 wildtype GTPase; GST-Rab7 beads, fluorescent GTP binding, flow cytometry; actives lie on both sides; untreated = 100%, excess cold GTP = 0%; GTP binding activity (percent of control), % at 10 µM; actives 0.055% (n = 190,000); AID 758;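 active = fluorescent GTP binding to Rab7 beads changed by at least 20 points from the 100% baseline, either direction, mostly lower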;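 also: median green fluorescence of bound Bodipy-FL-GTP per Rab7 bead population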
# ABCG2 inh: inhibitors of human ABCG2 transporter, ABCB1 counter-screen; Q9UNQ0; inhibition, % at 6.6 µM; actives 0.1% (n = 190,000); IgMXP3 cells, JC-1 efflux, flow cytometry;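 active = inhibition above 80%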;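 also: 0% = DMSO and 100% = nicardipine control wells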
#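 Assay system – ABCG2 IgMXP3 and barcoded ABCB1 CCRF-Adr cell mix · Input – 3 million cells/mL in well · Reagent – JC-1 fluorescent substrate · Compound – single test compound dose, 6.6 µM final · Timing – 10 min exposure at 25 °C with rotation, no wash · Detection – flow cytometry of retained JC-1 fluorescence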
# Cdc42 wt: human Cdc42 wildtype GTP binding change, either direction | P60953 | percent activity (GTP binding), % at 10 µM | actives 0.2% (n = 190,000) | GST-Cdc42 beads, Bodipy-GTP binding, flow cytometry; actives lie on both sides;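 active = percent activity GTP binding at least 20 points away from the 100% baseline, either down as inhibitor or up as activator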;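 also: median bead fluorescence of bound Bodipy-FL-GTP at 100 nM; 0% = excess unlabeled GTP control and 100% = no compound control; below 100% means less GTP binding so inhibitor and above means activator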
# Target sequence (P60953 whole entry, looked up): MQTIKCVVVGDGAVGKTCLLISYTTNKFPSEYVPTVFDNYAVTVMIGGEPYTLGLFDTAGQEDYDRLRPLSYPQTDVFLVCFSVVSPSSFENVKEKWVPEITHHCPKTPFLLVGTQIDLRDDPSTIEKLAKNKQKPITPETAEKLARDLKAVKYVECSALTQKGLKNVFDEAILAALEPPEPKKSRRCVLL
# ABCB1 block: human ABCB1 inhibition, ABCG2 as counter-screen; P08183; CCRF-Adr cells, JC-1 efflux, flow cytometry; inhibition, % at 6.6 µM; actives 0.067% (n = 190,000); AID 1326; in the data active = inhibition above about 40%;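 also: 0% = vehicle and 100% = reference inhibitor; higher value means more JC-1 retained so stronger ABCB1 efflux block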
# Rac1 act GTP bind: modulators of GTP binding to human Rac1 activated mutant; P63000; GST-Rac1 activated beads, fluorescent GTP binding, flow cytometry; actives lie on both sides; 100% means binding = to untreated wells; percent activity (GTP binding), % at 10 µM; actives 0.11% (n = 190,000);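 active = GTP binding at least 20 percentage points away from the 100% baseline, in either direction, so actives lie on both sides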
# Pf gamet viab: P. falciparum stage V gametocyte viability inhibition. P. falciparum stage V gametocytes, ATP luminescence, 24 h. inhibition, % at 10.9 µM. actives 0.065% (n = 150,000);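 active = inhibition above the mean plus 3 SD of compounds within the control limits, set per campaign, cut at about 38% in these data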;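 also: 0% = DMSO wells and 100% = medium only without gametocytes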
# Rac1 wt GTP bind: human Rac1 wildtype GTP binding, inhibitors and activators; P63000; GST-Rac1 beads, fluorescent GTP binding, flow cytometry; actives lie on both sides; 0 = cold GTP competed, 100 = untreated; GTP binding activity (% of control), % at 10 µM; actives 0.27% (n = 190,000); AID 757;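 active = GTP binding activity at least 20 points away from the 100% control level, either lower or higher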
# Avidin fluor: compound fluoresces at 488/530 nm on avidin beads; compound fluorescence 488/530 nm, flow cytometry; stronger effect = higher value; fluorescence (KMESF) at 10 µM; actives 0.38% (n = 220,000); AID 1775; in the data active = fluorescence above about 47; also: inactives centre near 10
# HRas wt GTP bind: human HRas wildtype GTP binding, change in either direction | P01112 | GST-Ras wt beads, Bodipy-FL-GTP binding, flow cytometry; actives lie on both sides | GTP binding activity, % at 10 µM | actives 0.14% (n = 190,000);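 active = GTP binding activity at least 20% away from the 100% baseline, either lowered as inhibitor or raised as activator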;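 also: 0% = unlabeled GTP competition control and 100% = no-compound control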
# Target sequence (P01112 whole entry, looked up): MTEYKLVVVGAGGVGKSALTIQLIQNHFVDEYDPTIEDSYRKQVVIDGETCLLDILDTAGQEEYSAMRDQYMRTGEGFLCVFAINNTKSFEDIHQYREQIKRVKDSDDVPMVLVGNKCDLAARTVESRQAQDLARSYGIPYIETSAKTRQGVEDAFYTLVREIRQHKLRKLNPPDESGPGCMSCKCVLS
# Rab2 wt GTP: changes GTP binding to wildtype dog Rab2A, up or down. GTP binding activity, % at 10 µM. P61105. actives 0.19% (n = 190,000). GST-Rab2 wt beads, Bodipy-GTP binding, flow cytometry;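 active = GTP binding activity at least 20 points away from 100%, either lowered or raised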;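 also: 0% = beads with excess unlabeled GTP and 100% = no-compound control corrected for plate trend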
# Active calls of the source: *; i = inactive; . = not tested or not shown; & = joins results of further samples.
SMILES,Mcl1 Noxa PPI,Rab7 wt modul,ABCG2 inh,Cdc42 wt,ABCB1 block,Rac1 act GTP bind,Pf gamet viab,Rac1 wt GTP bind,Avidin fluor,HRas wt GTP bind,Rab2 wt GTP
CCOC(=O)C1(C)C=C(Nc2ccc(O)cc2)C(=O)N1c1ccc(O)cc1 (stereo unspecified),5,99,2,103,0.3,103,8,103,3,104,100
COc1ccccc1C(=O)N/N=C/c1ccc(Cl)s1,6,100,2,100,0.5,100,16,104,1,100,100
CC(=O)N(CC(C)(C)CC=C(C)C)c1ccccc1,-2,93,0,97,0.0,96,.,100,5,96,95
COc1ccc(-c2cc(C(=O)Nc3c(C)nn(Cc4ccc(Cl)cc4)c3C)no2)cc1,11,93,13,94,0.8,93,.,95,50*,94,95
Cc1cc(C)c(C(=O)CSc2nnc(N)s2)c(C)c1,20,106,2,97,0.0,93,9,96,9,97,99
CCn1c(=O)c(C(=O)CN(C)Cc2cccc(OC)c2OC)c(N)n(Cc2ccccc2)c1=O,2,102,9,109,1.6,102,-3,114,10,105,104
Cc1ccccc1-n1ccnc1SCC(=O)O,7,99,0,98,0.1,96,.,100,11,101,98
N#C/C(=N\O)c1nc(-c2ccccc2)cs1,11&16,99&101,4&0,102&103,1.0&-0.4,96&100,-14&-18,102&102,39&13,100&103,100&102
Cc1cnc(C(=O)Nc2nc(-c3ccccc3)cs2)cn1,6,102,13,104,0.6,99,20,103,6,99,100
O=C(NCc1ccccc1F)c1ccc(S(=O)(=O)Nc2cccc(C(F)(F)F)c2)cc1,7,95,3,94,-0.4,95,9,100,7,96,94
CC1CN(c2oc(-c3cccs3)nc2C#N)CC(C)O1 (stereo unspecified),.,101,10,101,-0.2,99,0,102,7,101,100
COc1cccc(C2=NOC(C(=O)Nc3cccnc3)C2)c1 (stereo unspecified),5,104,0,110,0.2,105,.,107,7,107,106
CCCn1c(C)cc(/C=C(\C#N)C(=O)OCC(=O)Nc2cccc(OC)c2)c1C,10,93,-10,97,-0.8,93,-4,94,7,93,91
O=C1CCC(=O)N1OCCCOc1ccccc1,17,104,17,99,0.1,96,-6,104,17,101,100
Cc1occc1C(=O)Nc1cc(C(F)(F)F)ccc1Cl,7,98,13,93,1.5,94,.,95,5,97,95
COc1ccc(C(=O)NCC(O)COc2ccc(C(C)(C)C)cc2)cc1[N+](=O)[O-] (stereo unspecified),2,103,7,99,0.9,98,.,102,13,101,101
O=S(=O)(c1ccc(F)cc1)N1CCN(c2ccccc2)CC1,16,102,4,102,1.3,98,17,104,5,103,99
CC1CCC2C(=O)N(c3ccccc3OC(=O)c3ccccc3)C(=O)C2C1 (stereo unspecified),6,102,30,96,1.8,98,-4,103,26,101,101
O=C(COn1nnc2ccc(C(F)(F)F)cc21)Nc1nnc(-c2ccccc2)o1,-43,100,0,100,-0.4,100,.,102,11,101,101
COc1ccc(C(=O)c2coc3ccc(O)c(CN4CCCCC4)c23)cc1,5,95,4,99,3.0,96,.,94,5,95,96
Cc1cc(C)nc(SCC(=O)N/N=C/c2cccn2-c2ccc(O)cc2)n1,6,98,2,102,0.7,102,.,103,7,99,100
COc1cccc(-c2nnc(SCC3CNC(=O)O3)n2-c2ccc(Cl)cc2)c1 (stereo unspecified),-5,97,4,103,0.9,99,.,102,13,100,99
C=CCn1c(CCNC(=O)c2cccs2)n[nH]c1=S,21,99,4,102,0.6,99,-4,100,6,101,97
N#Cc1cc2c(nc1SCc1ccccc1)CCCC2,i,98,0,100,0.1,98,22,104,11,96,98
Cn1c(=O)c2c(ncn2Cc2cccc(Cl)c2)n(C)c1=O,4,94,5,99,1.0,95,.,97,10,97,95
CCN(Cc1cnn(C)c1)Cc1nc(C(c2ccccc2)c2ccccc2)no1,5,96,4,97,2.0,96,3,98,3,97,98
CCOC(=O)N/N=C\c1ccc(OC(=O)c2ccco2)cc1,19,95,3,96,0.9,98,.,105,25,98,98
COc1ccc(/C=N/NC(=O)COc2cccc3ccccc23)c(C(=O)O)c1OC,18,102,1,101,-0.1,97,7,98,7,100,100
OCCC1CN(Cc2cccc3nccnc23)CCN1Cc1ccc(F)c(F)c1 (stereo unspecified),-7,98,6,101,1.5,96,.,100,14,96,96
COC(=O)c1nn(-c2cccc(Cl)c2)ccc1=O,10,96,1,97,-0.2,96,-5,97,6,97,97

# Reprinted at random: two entries already listed.
SMILES,Mcl1 Noxa PPI,Rab7 wt modul,ABCG2 inh,Cdc42 wt,ABCB1 block,Rac1 act GTP bind,Pf gamet viab,Rac1 wt GTP bind,Avidin fluor,HRas wt GTP bind,Rab2 wt GTP
C=CCn1c(CCNC(=O)c2cccs2)n[nH]c1=S,21,99,4,102,0.6,99,-4,100,6,101,97
Cn1c(=O)c2c(ncn2Cc2cccc(Cl)c2)n(C)c1=O,4,94,5,99,1.0,95,.,97,10,97,95

# The results go on.
SMILES,Mcl1 Noxa PPI,Rab7 wt modul,ABCG2 inh,Cdc42 wt,ABCB1 block,Rac1 act GTP bind,Pf gamet viab,Rac1 wt GTP bind,Avidin fluor,HRas wt GTP bind,Rab2 wt GTP
Cc1ccc(Oc2nc(-c3ccccc3)ncc2S(=O)(=O)c2ccc(C)cc2)cc1,1,100,-3,101,-2.7,98,-2,99,8,100,100
CNC(=S)N/N=C/c1ccc(N2CCOCC2)s1,2,98,0,96,-0.2,97,-3,97,13,97,98
COc1ccc(N2CCc3c(C)nc4c(OC)cccc4c32)cc1,12,102,1,99,1.5,95,.,96,11,99,97
C/C(=N\NC(=O)CN1CCN(S(=O)(=O)c2ccc(C)cc2)CC1)c1cccnc1,-5,98,1,98,-0.1,98,-22,101,13,99,99
CC(=O)Nc1ccc(-c2nnc(SCc3ccccc3C#N)n2C)cc1,6,102,1,104,-0.1,98,15,106,42,102,101
CC1CCCC(NC(=O)c2ccc3c(c2)N(Cc2ccccc2)C(=O)CS3=O)C1C (stereo unspecified),4,103,1,102,0.5,101,.,102,5,99,99
Cc1nnc(SCC(=O)c2ccccc2)n1Cc1ccccc1,12,96,7,101,0.2,99,-14,102,8,100,100
O=C(Cc1ccccc1)Nc1ccccc1C(=O)N1CCCCCC1,3,95,2,99,0.6,96,2,97,9,94,93
CCC(CC)c1nc(C#N)c(NCc2ccccc2)o1,13,101,-6,97,-0.9,99,.,101,11,102,102
OCCC1CN(Cc2cccn2-c2ccccn2)CCN1C1CCCCC1 (stereo unspecified),7,99,2,99,0.1,94,.,102,7,99,97
CC1CCN(C(=O)CSc2nc3c(cnn3-c3ccc(Cl)cc3)c(=O)[nH]2)CC1,17,98,4,100,0.4,98,.,103,7,100,101
COc1ccc(C2C(C#N)=C(/N=C/N3CCN(C)CC3)OC3=C2C(=O)CC(C)(C)C3)cc1OC (stereo unspecified),-8,100,1,97,0.2,99,.,99,13,99,100
C=CCOc1ccc(/C=N/NC(=O)C(=O)Nc2ccccn2)cc1OC,16,101,-4,98,-0.2,99,11,99,4,102,99
COc1ccc(OC)c(NC(=O)CS(=O)(=O)Cc2nc(-c3ccccc3C)oc2C)c1,1,100,1,94,0.3,95,.,101,7,99,99
Cc1ccc(S(=O)(=O)N=C2SCCCS2)cc1,8,102,1,99,-0.2,99,.,102,8,103,101
CCOC(=O)N1CCN(C(=O)c2ccccc2NC(=O)c2ccc(C(C)(C)C)cc2)CC1,15,98,42,101,7.1,99,-18,104,14,98,100
S=c1[nH]ncn1/N=C/c1ccc(N2CCOCC2)cc1,5,95,3,98,0.8,92,8,96,14,97,95
CCCC(=O)Nc1nc(CC(=O)OCC)cs1,11,99,5,90,3.6,93,.,96,23,95,97
Cc1ccc(-c2c(C)n([O-])c3c([n+]2=O)CCCCC3)cc1,-1,100,-1,106,.,101,.,103,12,103,103
O=C(Cc1ccc(-n2c(=O)c3ccccc3n(Cc3cccc([N+](=O)[O-])c3)c2=O)cc1)NCC1CCCO1 (stereo unspecified),-19,96,0,99,-0.2,99,-26,101,16,99,100
Cc1ccc2nc(SCc3cccc([N+](=O)[O-])c3)nc(C)c2c1,.,93,14,95,1.7,92,10,93,11,96,93
Cc1ccc(OCCn2cc(C#N)c3ccccc32)cc1,12,102,6,101,0.3,98,.,102,20,102,99
O=C(Nc1ccnc(-c2cccnc2)n1)c1ccc(F)cc1,4,105,2,93,-0.2,93,.,94,9,95,95
C=CCn1c(Sc2ccccc2)nc2c1c(=O)[nH]c(=O)n2C,-4,102,9,102,0.9,99,.,110,5,103,98
COc1ccc(F)cc1S(=O)(=O)Nc1cccc(C(=O)O)c1,9,101,6,96,0.5,100,.,99,2,99,97
CN(C)CCCNS(=O)(=O)c1ccc(N2CCC(c3ccc(Cl)cc3)=N2)cc1,18,103,-1,103,0.1,103,-13,111,7,102,104
CC1=C(C(N)=O)C(c2ccccn2)n2nc(SCc3ccccc3Cl)nc2N1 (stereo unspecified),-12,106,0,107,0.1,101,.,104,15,105,105
O=C(O)CCC(NC(=O)c1cncc(O)c1)C(=O)O (stereo unspecified),-11,101,4,100,0.6,97,.,100,16,102,101
COCCn1nnnc1C(c1cc2ccc(OC)cc2[nH]c1=O)N1CCc2ccccc2C1 (stereo unspecified),59*,97,13,98,1.4,98,.,102,35,100,100
Cc1nnnn1/C(=C\c1ccccc1)C(=O)OCC(=O)N(C)C1CCS(=O)(=O)C1 (stereo unspecified),9,99,1,101,0.0,97,.,104,11,99,100

# A few values from the results shown.
# `Cc1nnnn1/C(=C\c1ccccc1)C(=O)OCC(=O)N(C)C1CCS(=O)(=O)C1` (stereo unspecified) @ Rab2 wt GTP = 100
# `COc1ccc(/C=N/NC(=O)COc2cccc3ccccc23)c(C(=O)O)c1OC` @ Cdc42 wt = 101

# Next part.
SMILES,Mcl1 Noxa PPI,Rab7 wt modul,ABCG2 inh,Cdc42 wt,ABCB1 block,Rac1 act GTP bind,Pf gamet viab,Rac1 wt GTP bind,Avidin fluor,HRas wt GTP bind,Rab2 wt GTP
C[C@H](NC(=O)c1nc[nH]c1C(=O)NCc1ccccc1)C(=O)OC(C)(C)C,-27,100,2,93,0.4,95,.,93,1,95,96
CCN(CC)C(=O)Cn1cnc2sc(C(=O)N3CCN(c4ccc(OC)cc4)CC3)c(C)c2c1=O,7,101,1,101,0.0,99,.,100,7,101,100
COc1cc2c(cc1OC)C1(CCCC1)CNC2c1cccc([N+](=O)[O-])c1 (stereo unspecified),17,101,5,96,4.0,95,2,100,6,97,98
CCOc1ccc(-c2nnn(CC(=O)Nc3cc(OC)ccc3OC)n2)cc1OCC,-6,97,4,97,1.0,99,6,100,22,97,96
COc1cc(-c2c(C#N)c(N)nc3c2CCCC3)cc(OC)c1OC,20,96,40,101,2.6,99,8,103,29,98,99
CCC(=O)n1nc(-c2ccc(OC)cc2)nc1N,-14,102,1,102,0.0,100,.,105,15,102,100

# Source: PubChem BioAssay
